# mcGAS inh: blocks mouse cGAS activity; inhibition, % at 12.5 µM; 0.15% of 160,000 active; recombinant cGAS, Kinase-Glo ATP depletion luminescence; Q8C6L5; AID 1259399;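 further: 0% = negative control wells and 100% = reference inhibitor with no enzyme activity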
# NPYLR7 agonist: activates Aedes aegypti NPYLR7 receptor; 0.15% of 270,000 active; HEK293T NPYLR7/Galpha15, GCaMP6s calcium fluorescence; activation, % at 10 µM; in the data active means activation above about 40%;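 further: 0% = vehicle and 100% = reference agonist at the receptor; some compounds past the cut are filed as inactive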
# hcGAS inh: blocks human cGAS activity | inhibition, % at 12.5 µM | Q8N884 | recombinant h-cGAS, ATP depletion, Kinase-Glo luminescence | 0.081% of 290,000 active;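 further: 0% = vehicle reaction and 100% = reaction without DNA for no activity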
# Target sequence (Q8N884 whole entry, looked up): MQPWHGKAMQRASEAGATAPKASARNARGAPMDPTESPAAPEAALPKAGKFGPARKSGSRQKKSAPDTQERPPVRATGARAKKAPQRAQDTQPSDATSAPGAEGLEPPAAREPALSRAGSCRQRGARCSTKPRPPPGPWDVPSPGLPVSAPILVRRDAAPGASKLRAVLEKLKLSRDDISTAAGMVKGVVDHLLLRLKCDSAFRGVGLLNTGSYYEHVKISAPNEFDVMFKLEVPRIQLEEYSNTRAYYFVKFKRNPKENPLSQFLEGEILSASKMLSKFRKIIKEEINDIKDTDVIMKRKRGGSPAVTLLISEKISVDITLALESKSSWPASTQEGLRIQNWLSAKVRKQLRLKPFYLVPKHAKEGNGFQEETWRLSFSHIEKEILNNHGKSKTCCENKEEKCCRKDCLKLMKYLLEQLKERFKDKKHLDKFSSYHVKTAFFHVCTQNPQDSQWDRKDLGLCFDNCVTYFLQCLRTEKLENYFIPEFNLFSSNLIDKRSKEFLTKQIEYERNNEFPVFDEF
# * marks the source's active call; other numbers are inactive results; / = no result given; & = joins results of further samples. Unless noted, no stated cut-off is given here; in the data, active means inhibition above about 40%; inactive means the rest. An unsorted share of the library, and some 0.29% of all compounds hit somewhere here.
SMILES,mcGAS inh,NPYLR7 agonist,hcGAS inh
Cc1ccc(-c2cn3c(=S)[nH]nc3s2)cc1,/,-8,3
CCc1nc(C)sc1CNC(=O)c1cc(C(C)C)on1,-12,/,-10
CC(CNC(=O)CCc1ccc(Cl)s1)CN1CCCCC1 (stereo not drawn),/,2,-4
C=CCOCC(O)CN(CCC(C)C)Cc1cccc(C)c1 (stereo not drawn),-4,-1,-3
CC(NC(=O)c1ccc2ccccc2n1)c1ccc(Cl)c(Cl)c1 (stereo not drawn),/,-6,-6
Cc1c(=O)n(OCc2cccc(F)c2)c2ccccc2[n+]1[O-],/,-2,-8
COc1ccccc1N1CCN(Cc2ccccc2C)C(C)C1=O (stereo not drawn),-6,13,-6
COc1ccccc1-c1cc(-c2ccccc2)nc(SCC(=O)OCc2ccccc2)c1C#N,/,0,-3
CCOCCCN1COc2ccc3cc(-c4ccccc4)c(=O)oc3c2C1,-9,0,-6
O=C(CCCS(=O)c1ccc(Br)cc1)N1CCCC1 (stereo not drawn),/,-3,-5
CCCNC(=O)CSc1nnc(Nc2ccc(C(C)C)cc2)s1,-2,2,2
Cc1cc(-n2cccn2)ccc1CN1CCCC(CO)(Cc2ccccc2)C1 (stereo not drawn),/,1,-7
Cc1nn(-c2cc(Nc3c(F)cccc3F)ncn2)c(N)c1C#N,/,1,2
Nc1cc(-c2ccc(CN3CCCC3)cc2)c2cc[nH]c2n1,/,2,-5
CCCc1nc(N2CCCN(Cc3ccccn3)CC2)c2cnn(-c3ccccc3)c2n1,-3,1,-6
O=C(NCc1ccc(F)cc1)c1csc(CSc2nnc(-c3ccco3)n2-c2ccccc2Cl)n1,-4,0,-7
Cc1cc(NC(=O)C(C)Oc2ccc(Cl)cc2)ccc1N1CCCC1=O (stereo not drawn),/,10,-5
COCC(=O)NCc1cccnc1N1CCN(c2ccccc2C)CC1,/,-1,2
Cc1cc(C(=O)NCCc2ccc(Cl)cc2Cl)n2nc(C(C)(C)C)cc2n1,3,-16,1
COCCCN(CC(=O)N(Cc1ccco1)Cc1cccn1C)C(=O)Nc1ccc(F)cc1F,-3,17,-4
CCOC(=O)CSc1nc(C)c(Oc2ccccc2)c(=O)[nH]1,/,6,-9
COCCNC(=O)c1ccccc1N1CCC(NC(=O)OCc2ccccc2)CC1,-4,-3,-1
C/C=C/c1cc(CN2CCN(S(=O)(=O)c3ccc(C)cc3)CC2)c(O)c(OC)c1,/,5,-4
CN(C)c1oc(COc2ccc(F)cc2)nc1C#N,/,-2,-11
COc1ccc(-c2noc(-c3cccn(CC(=O)Nc4ccc(C)cc4C)c3=O)n2)cc1OC,-6,/,-2
# Continued.
SMILES,mcGAS inh,NPYLR7 agonist,hcGAS inh
CCCc1nc(C(=O)N2CCn3c(C(N)=O)cnc3C2)cs1,/,18,-9
COCCCN1COc2ccc3c(=O)c(Oc4ccccc4OC)coc3c2C1,-8,-7,-4
Cc1cc(CS(=O)(=O)C(C)C(=O)N(C)c2ccccc2)on1 (stereo not drawn),-7,11,-13
CN(C)c1cccc(C(=O)N2CCN(C3c4ccccc4CCc4ccccc43)CC2)c1,-9,41,-12
c1cc2c(cc1C1=NNC(=NCC3CCCO3)SC1)OCO2 (stereo not drawn),-7,7,-8
CCOC(=O)c1c(C)c(C(=O)CN(C(=O)c2cccc(C(F)(F)F)c2)C2CC2)c(C)n1C,0,-5,2
O=C(Nc1ccc(-c2cccc(F)c2)cc1)C1CCCN(C(=O)C2CCOCC2)C1 (stereo not drawn),/,2&13,-4&-12
COC(=O)C(=O)N1CCC(n2nc(C)cc2C)CC1,-6,/,-6
COc1cc(-c2nnc(CSc3nnc(-c4ccco4)o3)o2)cc(OC)c1OC,/,5,-4
O=C(CCS(=O)(=O)Cc1csc(C2CCCCC2)n1)Nc1ccccc1,/,8,-5
COCCN(CC(=O)N(CCc1c[nH]c2ccccc12)Cc1ccc(OC)c(OC)c1)C(=O)Nc1ccc(C#N)cc1,-5,/,-3
COCc1c(C(=O)N=Nc2c(O)[nH]c3ccccc23)nnn1-c1nonc1N,-6,-3,-4
Cc1ccccc1C(N)C(C)(C)C (stereo not drawn),/,9,-8
O=C(c1ccccc1)c1ccc2c(c1)N=C1CCCC(=O)C1C(c1ccc3c(c1)OCO3)N2 (stereo not drawn),/,13,6
CC(C)(C)CCNC(=O)c1cncn1-c1ccc(-c2ccc(F)c(F)c2)cc1,-5,4,-2
COc1ccc(C(=O)CSc2nc(CC(=O)NCC3CCCCC3)cs2)cc1,-8,/,-4
COc1ccc([C@@H](C)NC(=O)[C@@H]2C[C@H](NC(=O)c3cccc(C)c3)CN2C)cc1,/,1,-9
Cc1cc(N2CCN(C(=O)COc3ccc(Cl)cc3)CC2)nc(-c2cccc(F)c2)n1,-5,/,-3
CN(Cc1nc2ccccc2s1)C(=O)c1ccc2c(=O)n3c(nc2c1)CCCCC3,-4,-7,0
O=C(NC(c1ccccc1)C1CC1)c1ncc(Cl)c(Cl)c1Cl (stereo not drawn),/,-6,0
CCn1c(C)cc(C(=O)CSc2nnc(N3CCCC3)n2C2CC2)c1C,-7,4,-3
CCC(CO)NC(=O)Cc1ccc(NC(=O)C2CC2C)cc1 (stereo not drawn),/,10,-9
O=C(Cn1cnc2c(nnn2-c2ccc(Cl)cc2)c1=O)NCCc1ccccc1,-2,16,1
CC(C)c1ccc(CC(=O)N2CCC2(C)C(=O)Nc2ccc3c(c2)OCCO3)cc1 (stereo not drawn),-6,3,-6
COC(=O)C(C)(C)NC(=O)c1cc(-c2ccccc2C)n[nH]1,-9,2,-3

# Results in hcGAS inh, for two of the compounds above:
Molecule,hcGAS inh
O=C(NC(c1ccccc1)C1CC1)c1ncc(Cl)c(Cl)c1Cl (stereo not drawn),0
CCn1c(C)cc(C(=O)CSc2nnc(N3CCCC3)n2C2CC2)c1C,-3

# Pulled by structure from the entries so far, three records:
SMILES,mcGAS inh,NPYLR7 agonist,hcGAS inh
COC(=O)C(C)(C)NC(=O)c1cc(-c2ccccc2C)n[nH]1,-9,2,-3
O=C(Nc1ccc(-c2cccc(F)c2)cc1)C1CCCN(C(=O)C2CCOCC2)C1 (stereo not drawn),/,2&13,-4&-12
CCn1c(C)cc(C(=O)CSc2nnc(N3CCCC3)n2C2CC2)c1C,-7,4,-3

# (cont.)
SMILES,mcGAS inh,NPYLR7 agonist,hcGAS inh
CCN(Cc1ccccc1)C(=O)Cn1nc2cc(-c3ccccc3)nc(C)n2c1=O,/,-9,-3
COC(C)c1nc(CN2C(=O)c3cccc4cccc2c34)cs1 (stereo not drawn),/,3,-7
Cc1cc(C)nc(NNc2ncnc(N)c2[N+](=O)[O-])n1,/,5,-1
CC(Oc1ccccc1Cl)C(=O)N1CCOC(COCc2ccc(F)cc2Cl)C1 (stereo not drawn),/,-21,2
Cc1ncc2c(c1CNC(=O)/C=C/c1cccs1)CCN(C(=O)c1cccc(Cn3cccn3)c1)C2,-13,32,-6
COc1ccc(OC)c(C2SCC(=O)N(CC(=O)NCc3ccco3)c3c2c(C(C)(C)C)nn3-c2cccc(C)c2)c1 (stereo not drawn),-3,4,-6
Cc1cc(C(=O)NCCSc2ncn[nH]2)c(NC(=O)C(C)(C)C)s1,/,12,-1
CN(C)CCN(Cc1cc(NC(=O)C2CCCC2)ccc1N(C)C)C(=O)c1ccco1,-5,15,-7
Cc1cc(C(=O)N(Cc2ccccn2)c2nc3c(C(C)C)cccc3s2)no1,/,7,-2
CCc1nc2c(OCC(=O)C(C)(C)C)cccn2c1N(C=O)Cc1ccc(OC)cc1,-4,2,-4
COCCN(Cc1ccc(OC)cc1)c1c(C)nc2ccc(C(=O)NCCCn3ccnc3)cn12,-5,-2,-6
c1ccc2oc(N3CCN(Cc4ccc(-n5cncn5)cc4)CC3)nc2c1,/,0,-6
COc1cccc(S(=O)(=O)Nc2ccc(Cl)c(C(F)(F)F)c2)c1,-4,2,0
O=C(NC1CC1c1cccc(Cl)c1)C1CCCN(C(=O)C2CC2)C1 (stereo not drawn),/,-21,-9
Cc1ccc(CN2CCC(CNC(=O)[C@@H]3C[C@@H](O)CN3)CC2)o1,-6,/,-9
O=C(CN1CCCCCC1=O)OCc1csc(-c2ccco2)n1,/,5,-12
CCOc1ccc(-c2ncncc2Oc2cccc(OC)c2)c(O)c1,-9,4,-7
CCC(CC)C(CNC(=O)Nc1ccn(CCOC)n1)N(C)C (stereo not drawn),/,5,-18
COC(=O)C(Cc1ccccc1)NC(=O)C1(C(=O)OC)CC1 (stereo not drawn),/,0,-2
CCOC(=O)c1[nH]c(C)c(C(=O)CN(CC)S(=O)(=O)c2cccc(C(F)(F)F)c2)c1C,-3,20,-1
COc1ccc(NC(=O)N(CC(=O)N(Cc2ccc3c(c2)OCO3)Cc2ccc(C)o2)CC2CCCO2)c(OC)c1 (stereo not drawn),-6,-1,-7
CC1(C(=O)NS(C)(=O)=O)CCN1C(=O)CCc1ccccc1 (stereo not drawn),/,1,-9
COc1cccc(Cn2c(=O)c(C(=O)NCC3CCCO3)nn(-c3ccc(C(F)(F)F)cc3)c2=O)c1 (stereo not drawn),-6,16,-6
O=C(CSc1ccc(-c2ccc(-n3ccnc3)cc2)nn1)Nc1ccc(F)cc1,0,-10,-3
Cc1cccnc1CN1CCN(C(=O)c2ccc(CO)o2)CC1,/,4,-6

# Reformatted as tab-separated lines: 6 of the compounds above
Molecule	mcGAS inh	NPYLR7 agonist	hcGAS inh
COc1cc(-c2nnc(CSc3nnc(-c4ccco4)o3)o2)cc(OC)c1OC	/	5	-4
CN(C)CCN(Cc1cc(NC(=O)C2CCCC2)ccc1N(C)C)C(=O)c1ccco1	-5	15	-7
Cc1cccnc1CN1CCN(C(=O)c2ccc(CO)o2)CC1	/	4	-6
CC(C)c1ccc(CC(=O)N2CCC2(C)C(=O)Nc2ccc3c(c2)OCCO3)cc1 (stereo not drawn)	-6	3	-6
CC(NC(=O)c1ccc2ccccc2n1)c1ccc(Cl)c(Cl)c1 (stereo not drawn)	/	-6	-6
CCC(CC)C(CNC(=O)Nc1ccn(CCOC)n1)N(C)C (stereo not drawn)	/	5	-18

# (list continues)
SMILES,mcGAS inh,NPYLR7 agonist,hcGAS inh
Cc1ccc(N2C(=O)CC(Sc3nc4c(cc3C#N)CCCCCC4)C2=O)cc1 (stereo not drawn),-6,2,-3
COc1ccc(C2CC(c3ccc(Br)cc3)=Nc3nnnn32)cc1OC (stereo not drawn),/,4,-8
CCOC(=O)c1ccc(NC(=O)N(CCC(C)C)CC(=O)Nc2cc(C(C)(C)C)nn2-c2ccc(Cl)cc2)cc1,-4,20,-10
CCOC(=O)c1c(NC(=O)CCC(=O)OC)sc2c1Cc1ccccc1-2,-5,4,-6
C=CCN(CC=C)C(=O)CSc1nnc(-c2cc(OC)cc(OC)c2)n1C1CCCCC1,-5,-2,-1
CC(Sc1nc(N)c(C#N)cc1C#N)C(=O)Nc1ccccc1C(F)(F)F (stereo not drawn),-6,11,-7
O=C1C2C(c3ccccc3)C=CC(c3ccccc3)C2C(=O)N1c1cccc(Br)c1 (stereo not drawn),-6,-3,-6
COCCN(CC(=O)Nc1nc(CC(=O)N2CCCC2)cs1)C(=O)c1ccc(C)cc1,-4,2,-2
O=C(NCC(O)C1CC1)NC1CC1C1CCCCC1 (stereo not drawn),/,6,-10
CCC(C(=O)Nc1c(C)nc2sc(C)c(C)n2c1=O)c1ccccc1 (stereo not drawn),/,-2,0
CCc1nc2c(OCc3cccc(Cl)c3)cccn2c1N(C)C(C)=O,-2,14,-5
COc1ccc(/C=C/C2=NC(=C\c3cccc4ccccc34)/C(=O)O2)cc1,/,-1,-2
COc1ccc(CCOc2nc(-c3cccs3)n(-c3ccc(NC(=O)c4ccc(OC)cc4)cc3)n2)cc1,-3,16,-5
O=C(c1ccc2c(c1)OCO2)C1CCCN(Cc2nc3ccccc3s2)C1 (stereo not drawn),/,-5,-4
CC(C)Cn1nccc1NC(=O)C(c1ccccc1)c1ccccc1,-7,0,-2
COc1ccc(CN2CCN(Cc3ccc(C#CC(C)(C)O)s3)CC2CCO)cc1C (stereo not drawn),/,13,-7
CC(=O)N1CCc2cc(NC(=O)C3(C)CCN3CCc3ccccc3)ccc21 (stereo not drawn),/,4,-5
Cc1ccc(-n2c(SCc3c(F)cccc3Cl)nnc2-c2ccccc2F)cc1,-8,6,-7
O=C(c1n[nH]c2ccccc12)N1CCOC(COCc2cccc(C(F)(F)F)c2)C1 (stereo not drawn),2,8,4
Fc1cccc(F)c1-c1nc(CSc2nccc(C(F)(F)F)n2)cs1,-8,2,-6
COc1cc(C(=O)Nc2nnc(-c3ccc(F)cc3)s2)cc(OC)c1OC,-8,-2,-2
Cc1nn2c(NCCN(C)C)cc(-c3ccccc3)nc2c1-c1ccccc1,-5,1,-7
CCOC(=O)c1ccc(NCC(=O)Nc2cc(C)on2)cc1,/,10,-5
Cc1nc(CNc2ccccc2C(C)(C)C)cs1,0,-5,0
Cc1ncc(CC(=O)NCc2cccnc2Oc2ccccc2F)c(=O)[nH]1,-7,4,1
# Going on with the list.
SMILES,mcGAS inh,NPYLR7 agonist,hcGAS inh
O=[N+]([O-])c1ccc(/C=C(Cl)/C=N/n2cnnc2)cc1,/,4,-8
OCC1CN(C2CCC2)CC12CCN(Cc1ccc(Br)o1)CC2 (stereo not drawn),-8,/,-14
CCOC(=O)N1CCC(N2CCCC(CNC(=O)c3ccc(-c4ccccc4)cc3)C2)CC1 (stereo not drawn),-8,1,-5
Cc1cc2c(cc1O)NC(=O)CC2c1ccccc1Cn1cccn1 (stereo not drawn),-8,-2,-8
Cc1nc(C2CCNCC2)cc(N(C)Cc2sccc2C)n1,-15,-3,-1
CN(CC1CCCN(CCc2ccccc2F)C1)C(=O)c1cccc(F)c1 (stereo not drawn),/,3,-5
C(#Cc1cncnc1)c1ccc(CN2CCCC(Nc3ccccc3)C2)cc1 (stereo not drawn),-3,0,-5
O=C1NC2(CCN(C(=O)Nc3ccccc3F)CC2)Nc2cccc(Cl)c21,-5,0,-9

# Screening results deposited in PubChem by Fisher Drug Discovery Resource Center.
